Assay outcomes as filed in PubChem.
hIAP act = human IAP activation | purified human IAP, CDP-Star luminescence, 30 min; hits give high values; 1 = vehicle-only enzyme, 0 = enzyme-free background | P09923 | 330,000 compounds, 0.16% hits | activation factor at 10 µM;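 active = activation factor of the enzyme at least 2-fold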; also: the source names both 10 and 20 µM as test concentration; values of inactives mirror those of a sister screen read the other way
Target sequence (P09923 whole entry, looked up): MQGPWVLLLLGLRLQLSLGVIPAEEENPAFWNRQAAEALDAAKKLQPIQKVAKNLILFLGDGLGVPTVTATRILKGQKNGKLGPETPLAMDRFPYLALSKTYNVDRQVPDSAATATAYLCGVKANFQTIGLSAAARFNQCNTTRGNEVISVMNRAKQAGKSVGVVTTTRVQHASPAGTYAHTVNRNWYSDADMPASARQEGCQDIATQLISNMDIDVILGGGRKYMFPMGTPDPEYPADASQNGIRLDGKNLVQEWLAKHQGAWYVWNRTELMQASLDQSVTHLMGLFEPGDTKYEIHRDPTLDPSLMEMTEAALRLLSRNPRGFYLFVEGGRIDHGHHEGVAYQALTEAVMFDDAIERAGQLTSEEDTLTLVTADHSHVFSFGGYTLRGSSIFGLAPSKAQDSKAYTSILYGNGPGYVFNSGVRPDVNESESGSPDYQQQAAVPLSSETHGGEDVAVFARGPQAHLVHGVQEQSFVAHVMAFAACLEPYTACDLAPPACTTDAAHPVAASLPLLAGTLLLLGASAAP
hIAP block = blocks human intestinal alkaline phosphatase; P09923; purified IAP, CDP-Star luminescence, 30 min; inhibition, % at 10 µM; 330,000 compounds, 0.12% hits; AID 2544;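 active = inhibition reaching a set limit with compound at 10 µM in the primary screen, cut at about 35% in these data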;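 also: plate controls were DMSO wells with enzyme for no effect and no-enzyme buffer wells for full effect; values of inactives mirror those of a sister screen read the other way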
mIAP activ = increases mouse intestinal alkaline phosphatase activity; 330,000 compounds, 0.24% hits; AID 2805; activation factor at 10 µM; muIAP, CDP-Star luminescence, 30 min; hits give high values; 1 = vehicle-only enzyme signal, 0 = enzyme-free wells;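 active = activation factor of at least 2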; also: the source names both 10 and 20 µM as test concentration; values of inactives mirror those of a sister screen read the other way
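Assay system: mouse IAP enzyme; reagent: chemiluminescent substrate CDP-Star; dosing: test compounds delivered from DMSO solution; schedule: 30 min at room temperature; measured by: luminescence from enzymatic CDP-Star hydrolysis; controls: DMSO-only wells and no-enzyme negative control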
Apaf1 inhib = human Apaf-1 inhibition | O14727 | reconstituted apoptosome caspase-3 activity, DEVD-Rh110 fluorescence | inhibition, % at 20 µM | 330,000 compounds, 0.71% hits | AID 489030; active = inhibition of at least 40% at 20 µM;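 also: plate controls were DMSO wells for no effect and DEVD-CHO caspase inhibitor wells for full effect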
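System: Apoptosome proteins | Medium: Hepes pH 7.5 with detergent and BSA | Also added: Cytochrome c trigger plus (Z-DEVD)2-Rh110 caspase-3 substrate | Incubation: 30 min compound preincubation, 50 min activation, room temperature | Detection: Rhodamine 110 fluorescence at Ex 480/Em 540 nm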
tim10-1 inh = tim10-1 yeast growth inhibition. S. cerevisiae tim10-1 ts strain growth, BacTiter-Glo, 24 h. inhibition, % at 20 µM. 330,000 compounds, 2.2% hits;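 active = inhibition of at least 40%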;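 also: mutant grown at 25 °C; 0% = DMSO wells with yeast and 100% = wells holding no yeast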
mIAP inh = blocks mouse intestinal alkaline phosphatase. purified mouse IAP, CDP-Star luminescence, 30 min. inhibition, % at 10 µM. 330,000 compounds, 0.2% hits;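 active = inhibition of at least 40% at 10 µM in the primary screen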;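 also: plate controls were DMSO with enzyme for no effect and no enzyme wells for full effect; values of inactives mirror those of a sister screen read the other way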
TIM10 inh = inhibits growth of TIM10 yeast strain; S. cerevisiae TIM10 strain growth, BacTiter-Glo luminescence, 24 h; inhibition, % at 10 µM; 330,000 compounds, 1.4% hits;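 active = inhibition of 40% or more at the single tested concentration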;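 also: wild-type TIM10 isogenic control strain grown at permissive 25 °C; 0% = DMSO yeast wells and 100% = minimal medium wells without yeast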
ATG4B inh = inhibitors of human ATG4B cysteine protease; ATG4B cleavage of LC3-PLA2, NBD-HPC fluorescence, 1 h; inhibition, % at 8.33 µM; 340,000 compounds, 0.51% hits; in the data active = inhibition above about 40%
Target sequence (Q9Y4P1 whole entry, looked up): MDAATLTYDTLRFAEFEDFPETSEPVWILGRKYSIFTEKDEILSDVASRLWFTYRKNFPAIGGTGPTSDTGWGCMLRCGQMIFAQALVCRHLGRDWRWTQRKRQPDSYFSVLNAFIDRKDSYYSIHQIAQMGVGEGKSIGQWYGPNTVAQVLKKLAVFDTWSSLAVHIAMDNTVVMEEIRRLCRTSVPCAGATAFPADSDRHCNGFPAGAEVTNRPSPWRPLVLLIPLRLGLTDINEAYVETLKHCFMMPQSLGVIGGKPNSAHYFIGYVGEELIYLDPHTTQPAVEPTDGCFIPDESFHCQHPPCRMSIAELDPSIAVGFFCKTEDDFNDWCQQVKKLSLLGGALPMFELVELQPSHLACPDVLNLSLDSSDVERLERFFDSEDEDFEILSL
NLRP3 yeast inh = NALP3 inhibition in yeast; Yeast reconstituted NLRP3/ASC/caspase-1, beta-gal luminescence, 24 h; inhibition, % at 10 µM; 330,000 compounds, 0.39% hits;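 active = inhibition of 50% or more; inactive = inhibition below 50%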;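 also: plate controls were induced DMSO wells for no effect and uninduced yeast grown without galactose for full effect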
Active calls of the source: *; / = not tested or not shown; & = joins results of further samples.

SMILES	hIAP act	hIAP block	mIAP activ	Apaf1 inhib	tim10-1 inh	mIAP inh	TIM10 inh	ATG4B inh	NLRP3 yeast inh
Cc1ccc(S(=O)(=O)/N=C(\Nc2cc(C)on2)c2ccc(Cl)cc2)cc1	1.02	-1.9	1.01	3.1	19.0	-0.9	31.7	2.0	-0.5
CCOc1ccc2nc(C)cc(Nc3cccc([N+](=O)[O-])c3)c2c1	0.985	1.5	0.934	-6.9	17.4	6.6	-2.5	-17.9	6.5
CC(C)(C)N=Cc1cc(-c2ccccc2)sc1O	1	-0.4	0.915	1.3	9.1	8.5	-14.7	-7.2	44.7
O=C(Nc1nnc(C(F)(F)F)s1)C1COc2ccccc2O1 (stereo not given)	0.975	2.5	0.914	-3.2	23.5	8.6	3.0	-5.5	5.8
CCn1c(SCC(=O)N/N=C/c2ccc(C)o2)nnc1-c1ccc(C(C)(C)C)cc1	0.96	4.0	0.923	21.3	20.0	7.7	33.9	-4.8	20.4
O=C(O)C1C2C=CC(C2)C1C(=O)NCCCc1ccccc1 (stereo not given)	0.897	10.3	0.911	-3.5	-0.2	8.9	-2.1	-4.8	14.5
C=CCc1cc(Cl)ccc1OCCNCCCOC	1.04	-4.3	1.01	-2.7	-40.2	-0.6	-18.9	-0.2	23.7
O=C(CCn1c(=O)[nH]c2ccccc2c1=O)N1CC=C(c2ccccc2)CC1	0.987	1.3	1.03	5.2	15.0	-2.8	7.3	-19.3	13.5
CSCCC(NC(=O)c1ccco1)C(=O)OCC(=O)N(Cc1ccccc1)C(C)(C)C (stereo not given)	0.991	0.9	0.962	0.2	18.9	3.8	10.1	4.6	0.0
Cc1cc2cc(CN(CCN(C)C)C(=S)NCc3ccco3)c(=O)[nH]c2cc1C	0.896	10.4	0.845	14.1	22.5	15.5	-6.1	-3.8	-10.3

The last 5 entries of the part before open the next one.
SMILES	hIAP act	hIAP block	mIAP activ	Apaf1 inhib	tim10-1 inh	mIAP inh	TIM10 inh	ATG4B inh	NLRP3 yeast inh
O=C(O)C1C2C=CC(C2)C1C(=O)NCCCc1ccccc1 (stereo not given)	0.897	10.3	0.911	-3.5	-0.2	8.9	-2.1	-4.8	14.5
C=CCc1cc(Cl)ccc1OCCNCCCOC	1.04	-4.3	1.01	-2.7	-40.2	-0.6	-18.9	-0.2	23.7
O=C(CCn1c(=O)[nH]c2ccccc2c1=O)N1CC=C(c2ccccc2)CC1	0.987	1.3	1.03	5.2	15.0	-2.8	7.3	-19.3	13.5
CSCCC(NC(=O)c1ccco1)C(=O)OCC(=O)N(Cc1ccccc1)C(C)(C)C (stereo not given)	0.991	0.9	0.962	0.2	18.9	3.8	10.1	4.6	0.0
Cc1cc2cc(CN(CCN(C)C)C(=S)NCc3ccco3)c(=O)[nH]c2cc1C	0.896	10.4	0.845	14.1	22.5	15.5	-6.1	-3.8	-10.3
N#CCCN(C(=O)COC(=O)CCC(=O)c1ccc(F)cc1)c1ccccc1	0.952	4.8	0.972	-9.4	-2.5	2.8	7.7	-6.7	21.6
C/C(=N\NC(=O)CC1N=C(Cc2ccccc2)NNC1=O)c1ccc(Cl)cc1Cl (stereo not given)	1.2	-20.2	1.1	7.1	18.4	-9.9	-0.3	-14.1	16.4
Cc1nc([N+](=O)[O-])c(Sc2nc3ccccc3[nH]2)n1Cc1ccccc1	0.985	1.5	0.93	-2.4	43.7*	7.0	4.2	-3.6	3.2
COc1ccc(-c2[nH]ncc2Oc2ccccc2OC)c(O)c1	0.97	3.0	0.947	5.8	31.4	5.3	52.3*	3.4	14.3
COc1ccccc1NC(=O)C(C)n1cnc2c(oc3nc4c(cc32)CCCC4)c1=O (stereo not given)	1.07	-7.3	0.898	-5.0	-0.4	10.2	12.3	-7.9	-3.1
CCOc1ccccc1N(C)C(=O)Cn1ncc2c([nH]c3ccccc32)c1=O	0.818	18.2	0.934	9.8	27.6	6.6	23.6	-8.7	1.9
CSc1nc(NC(C)(C)C)nc(Oc2ccc(=O)n(C)n2)n1	1.06	-5.8	0.999	-55.4	-7.3	0.1	-4.0	-12.2	-10.1
CCn1c(COc2ccc(=O)n(-c3ccccc3)n2)nnc1SCC(=O)OC	0.938	6.2	0.982	-13.4	8.0	1.8	2.2	6.1	8.8
CCOC(=O)c1c(-c2ccc3ccccc3c2)csc1NC(=O)CCCC(=O)O	0.988	1.2	1	13.2	9.9	-0.3	-10.0	12.9	13.9
CCOC(=O)N1CCN(C(=O)C(NC(=O)c2ccco2)C(C)C)CC1 (stereo not given)	0.94	6.0	1.04	8.9	12.3	-4.3	-0.7	-11.5	12.3
Cn1c(NCCCO)nc2c(c1=O)C1(CCCCC1)Cc1ccccc1-2	0.988	1.2	1.01	10.2	54.1*	-1.2	30.3	-14.9	5.2
Cc1ccc(S(=O)(=O)c2nc(-c3ccccc3)oc2NCc2cccnc2)cc1	1.03	-3.1	1.09	23.0	23.7	-9.4	9.7	-18.2	21.9
O=C1C=C(c2ccccc2)C(O)(c2ccccc2)C1 (stereo not given)	1.09	-9.0	0.917	-20.3	-5.1	8.3	8.8	-5.2	13.1
O=C(Cn1cnc2c(NCc3ccccc3)ncnc21)NCc1ccc2c(c1)OCO2	/	/	1.1	23.1	-5.3	-3.8	-7.6	0.6	/
COc1ccc(CNC(=O)CCSCc2ccccc2C)cc1	1.15	-15.1	0.989	7.2	24.1	1.1	-9.2	2.2	20.2
Cc1cccc(S(=O)(=O)N2CN(CC3CCCO3)c3nc4ccccc4nc32)c1 (stereo not given)	0.786	21.4	0.997	15.0	27.1	0.3	27.7	-4.4	-3.8
Cc1cccc(/C=N/n2c(-c3ccncc3)n[nH]c2=S)c1	0.989	1.1	0.737	5.2	25.0	26.3	3.6	-1.8	20.0
O=C(COC(=O)Cn1ccc(=O)[nH]c1=O)Nc1ccc(F)cc1	1.07	-6.7	1.09	10.2	-5.8	-9.1	1.9	1.9	4.5
CC1CCCC(NC(=S)NC(=O)c2ccccc2Br)C1C (stereo not given)	0.993	0.7	1.03	17.1	28.9	-2.7	-8.1	32.7	4.3
Nc1ccc(S(=O)(=O)N2CCCC2C(=O)O)cc1 (stereo not given)	1.05	-5.4	1.1	-8.9	-18.4	-9.6	-0.2	-4.8	-9.3
COC(=O)c1cc(C(=O)OCC(=O)NCc2ccc3c(c2)OCO3)cc([N+](=O)[O-])c1	1.04	-3.6	0.912	1.8	-36.6	8.8	-3.7	-5.4	2.0
Cc1cccc2c1[nH]c1nc(N/N=C\c3ccco3)nnc12	1.1	-10.3	0.961	3.0	23.8	3.9	18.3	/	10.1
O=S(=O)(c1ccccc1)N1CCC(O)(CSc2ccccc2)CC1	0.982	1.8	1.09	4.1	26.4	-9.2	9.2	-2.8	19.7
O=C(Cn1cnc2ccccc21)N/N=C/C(Br)=C/c1ccccc1	1.17	-16.7	0.987	9.4	-22.1	1.3	-13.4	-13.2	10.1
O=C(CSc1nnc(CNC(=O)c2ccccc2F)o1)c1ccccc1	1.12	-11.9	1.01	4.3	29.2	-1.4	12.5	-7.2	7.9
C=CCOc1ccc(/C=C2\SC(=Nc3cccnc3)NC2=O)cc1	0.984	1.6	0.926	-2.7	0.2	7.4	23.5	-2.0	21.3
Cn1cc([N+](=O)[O-])c(C(=O)Nc2ccc(Br)cn2)n1	1.08	-7.8	1.03	-2.3	1.1	-3.1	-7.6	-7.5	20.2
Cc1nn(C)c(C)c1S(=O)(=O)N(CC(=O)N1CCc2ccccc21)c1ccc(C(C)C)cc1	0.944	5.6	0.873	20.8	-1.3	12.7	8.7	-7.3	9.4
O=C(Nc1cccc2ccccc12)N1CCCN(c2c(Cl)cncc2Cl)CC1	1.05	-5.5	1.22	10.7	14.3	-21.7	14.6	-3.7	11.9
O=C(Nc1cccc(Cl)c1)Nc1sccc1-c1nc2ccccc2s1	0.942	5.8	1.05	-3.6	32.0	-4.9	35.0	-5.4	33.5
CCCCc1ccccc1NC(=S)NC1CCCC1	1.25	-25.3	1.13	6.5	42.7*	-12.9	32.4	20.1	25.9
Cc1cc2ncn(C(=O)c3ccc4c(c3)OCO4)c2cc1C	1.15	-14.8	1.14	13.6	13.4	-14.0	11.4	-2.2	1.5
Cc1nn(C)c(C)c1NC(=O)CN1CCC(O)(c2ccc3c(c2)OCO3)CC1	0.952	4.8	0.911	-19.3	2.2	8.9	5.0	-6.8	4.0
CCOC(=O)CSc1nc2cc(C(=O)NCC3CCCO3)ccc2c(=O)n1Cc1ccco1 (stereo not given)	0.846	15.4	1.02	8.3	23.5	-1.9	13.4	-6.4	3.8
O=C(O)c1cc(-c2cccc([N+](=O)[O-])c2)n[nH]1	1.17	-17.3	0.969	-5.2	6.5	3.1	-6.1	1.1	15.1
Cc1ccc(N(C)S(=O)(=O)c2cccc(C(=O)NNC(=O)c3ccncc3)c2)cc1	1.14	-14.3	1.09	4.1	0.8	-8.7	-10.0	7.1	17.6
O=S(=O)(Nc1ccc(F)cc1)c1ccc(NS(=O)(=O)c2cccs2)cc1	1.02	-2.2	0.971	-1.2	-9.3	2.9	10.1	-0.2	12.2
Cc1ccc([N+](=O)[O-])cc1NC(=O)/C=C/C(=O)O	1.07	-7.2	1.12	-12.2	-11.2	-12.3	-18.6	-1.2	3.5
Cc1nc(/C(N)=N/OC(=O)Cc2ccccc2)no1	1.11	-10.7	0.827	2.6	12.1	17.3	15.3	2.7	-0.5
COc1ccc(C(=O)Nc2ccc3nc(C)c(C)nc3c2)cc1	0.917	8.3	0.973	3.7	3.1	2.7	5.5	-12.1	4.0
CN(C)S(=O)(=O)N1CCc2ccccc2C1	0.984	1.6	1.01	-1.9	3.5	-0.6	12.2	2.4	-21.4
O=C(CN1C(=O)NC2(CCCCCC2)C1=O)Nc1ccc2c(c1)CCC2	0.909	9.1	0.912	8.4	1.3	8.8	10.7	-6.5	15.3
COc1nccc(C(F)(F)F)c1C(=O)NC(=O)Nc1ccccc1	0.986	1.4	0.985	-0.8	12.5	1.5	10.7	11.0	10.4
CCCC(=O)N1CCC(O)(c2cccc(F)c2)CC1	1.1	-9.6	1.05	-1.0	16.0	-4.8	-2.0	0.9	-7.9
CC(C)N(C(=O)Cn1cc(SCC(N)=O)c2ccccc21)C(C)C	1.01	-1.2	0.998	-7.8	3.7	0.2	-5.1	-13.0	-6.6
CCOC(=O)c1ccc(-n2c(CN3CCC(C(N)=O)CC3)nc3ccc([N+](=O)[O-])cc3c2=O)cc1	0.865	13.5	0.838	-6.9	0.3	16.2	0.6	-9.8	18.1
Cc1c(C(=O)N2CCOCC2)sc2ncnc(N3CCc4ccccc4C3)c12	1.09	-8.6	1	9.0	11.2	-0.2	16.3	-2.9	4.2
CCOC(=O)C1=C(C)NC(C)=C(C(=O)OCC)C1C(=O)OCC(=O)N1c2ccccc2CC1C (stereo not given)	0.982	1.8	1.14	14.5	11.3	-14.3	16.1	-2.7&-20.9	-2.2
CCc1nc2ccc(C(=O)Nc3ccc(NC(C)=O)cc3)cc2nc1CC	1.07	-6.9	0.973	-9.7	-12.7	2.7	-13.2	-13.5	8.4
